HGIII-sPLA2 inh = human group III sPLA2 inhibitors, primary screen, biochemical, QFRET, BODIPY PC-A2 liposome substrate; Group 3 secretory phospholipase A2 (Homo sapiens), Q9NZ20; QFRET BODIPY PC-A2 liposome hydrolysis, fluorescence; inhibition, % at 12.2 µM; 370,000 tested, 0.56% active;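 active = inhibition above mean plus 3 SD of compounds lying within the high and low control bounds, cut at about 19% in these data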;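 also: 0% = median of test compound wells and 100% = no enzyme DMSO wells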
Target sequence (Q9NZ20 whole entry, looked up): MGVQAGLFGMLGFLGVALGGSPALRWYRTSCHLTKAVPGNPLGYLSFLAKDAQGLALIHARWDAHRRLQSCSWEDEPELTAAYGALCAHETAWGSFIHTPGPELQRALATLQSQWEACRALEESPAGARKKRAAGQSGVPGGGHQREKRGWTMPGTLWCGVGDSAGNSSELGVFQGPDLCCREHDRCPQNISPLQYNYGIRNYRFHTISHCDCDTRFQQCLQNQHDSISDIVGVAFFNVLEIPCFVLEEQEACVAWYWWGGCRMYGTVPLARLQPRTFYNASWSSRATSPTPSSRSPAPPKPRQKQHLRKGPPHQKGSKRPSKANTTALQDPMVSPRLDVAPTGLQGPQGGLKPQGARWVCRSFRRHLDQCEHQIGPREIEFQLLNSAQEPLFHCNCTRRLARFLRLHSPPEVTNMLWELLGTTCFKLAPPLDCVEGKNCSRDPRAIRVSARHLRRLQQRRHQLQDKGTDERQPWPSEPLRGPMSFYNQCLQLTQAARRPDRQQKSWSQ
KLK7 zymogen act = proKLK7 zymogen activators, primary screen, biochemical, fluorescence intensity; 370,000 tested, 0.9% active; Kallikrein-7 (Homo sapiens), P49862; activation, % at 7 µM; purified proKLK7, EDANS-DABCYL substrate fluorescence; 100% is mature enzyme control, 0% vehicle;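 active = activation above the mean of all tested compounds plus 3 SD, computed per campaign excluding outliers beyond control limits, cut at about 13% in these data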
Tn6 DDE FP = inhibitors of Tn6 peptide binding to fibrin DD(E), primary screen, biochemical, fluorescence polarization, human fibrin, Tn6 probe; Fibrinogen beta chain (Homo sapiens), P02675; Fibrin DD(E) TRITC-Tn6 fluorescence polarization displacement; inhibition, % at 8.3 µM; 370,000 tested, 0.21% active;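 active = inhibition above a per-campaign cutoff: mean of compounds within control limits plus 3 SD, cut at about 15% in these data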;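 also: 0% = median of all compound wells on the plate and 100% = blocking peptide control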
ASAP1 GAP inh = inhibitors of human ASAP1 ArfGAP activity, primary screen, biochemical, fluorescence polarization; 360,000 tested, 0.19% active; Arf-GAP with SH3 domain, ANK repeat and PH domain-containing protein 1 (Homo sapiens), …; ASAP1-stimulated ARF1 GTP hydrolysis, GDP FP detection; inhibition, % at 16.5 µM; in the data active = inhibition above about 25%;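 also: 0% = vehicle with enzyme and substrate and 100% = no enzyme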
Target sequence (Q9ULH1 325-724 limits assumed): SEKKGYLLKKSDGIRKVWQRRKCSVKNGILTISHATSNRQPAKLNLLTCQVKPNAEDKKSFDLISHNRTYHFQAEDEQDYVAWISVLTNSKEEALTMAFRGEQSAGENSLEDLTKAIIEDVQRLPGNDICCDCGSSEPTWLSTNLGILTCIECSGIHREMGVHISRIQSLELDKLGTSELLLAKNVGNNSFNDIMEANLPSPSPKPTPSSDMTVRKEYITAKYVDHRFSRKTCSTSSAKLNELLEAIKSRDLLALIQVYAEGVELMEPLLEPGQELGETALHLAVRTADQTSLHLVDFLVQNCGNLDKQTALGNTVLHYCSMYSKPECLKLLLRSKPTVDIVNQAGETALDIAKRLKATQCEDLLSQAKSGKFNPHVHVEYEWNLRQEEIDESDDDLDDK
ARFGAP1 inhibitor = inhibitors of rat ARFGAP1 GAP activity, primary screen, biochemical, fluorescence polarization, GDP tracer | ADP-ribosylation factor GTPase-activating protein 1 (Rattus norvegicus), Q62848 | Arfgap1-stimulated ARF1 GTP hydrolysis, GDP FP detection | inhibition, % at 16.5 µM | 360,000 tested, 0.26% active | AID 651572, 2012;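 active = inhibition above a per-plate limit, mean inhibition of low control wells plus 3 SD, cut at about 25% in these data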;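 also: 0% = DMSO wells with enzyme and 100% = wells lacking Arfgap1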
Target sequence (Q62848 1-136 limits assumed): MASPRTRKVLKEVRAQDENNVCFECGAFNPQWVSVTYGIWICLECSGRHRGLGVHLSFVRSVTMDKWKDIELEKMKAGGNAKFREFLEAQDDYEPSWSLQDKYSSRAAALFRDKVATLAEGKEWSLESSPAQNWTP
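material = rat Arfgap1 catalytic domain, aa 1-136 | also added = human ARF1(Δ1-17)-GTP substrate | compound dosing = one concentration, 16.5 µM, DMSO 1.26% | times = GTP hydrolysis reaction 2 h at 25 °C | measured by = FP, GDP Alexa 633 tracer displaced from anti-GDP antibody, 620/688 nm | evaluation = percent inhibition of Arfgap1-stimulated GTP hydrolysis | replication = single well per compound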
PLC-gamma1 inh = PLC-gamma1 enzyme inhibitors, primary screen, biochemical, fluorescence, purified enzyme. 1-phosphatidylinositol 4,5-bisphosphate phosphodiesterase gamma-1 (Homo sapiens), P19174. fluorogenic substrate. inhibition, % at 12.2 µM. 370,000 tested, 0.84% active; in the data active = inhibition above about 9.5%
UHRF1 MBD2 ctr = UHRF1 methylated DNA binding inhibitors, primary screen, counter-screen for MBD2 inhibitor project, biochemical, TR-FRET, human UHRF1, single concentration; E3 ubiquitin-protein ligase UHRF1 (Homo sapiens), Q96T88; inhibition, % at 4.4 µM; UHRF1 binding to methylated oligo; 370,000 tested, 0.75% active; in the data active = inhibition above about 21%;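 also: UHRF1 SRA domain binding a hemimethylated CpG hairpin DNA probe; 0% = median of test compound wells and 100% = reference inhibitor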
PLC-beta3 inh = human PLC-beta3 inhibitors, primary screen, biochemical, fluorescence | 1-phosphatidylinositol 4,5-bisphosphate phosphodiesterase beta-3 (Homo sapiens), Q01970 | Purified PLC-beta3, fluorogenic substrate | inhibition, % at 12.2 µM | 370,000 tested, 0.18% active; in the data active = inhibition above about 11%;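 also: 0% = median of compound wells on plate and 100% = full blocker control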
Rev-erbA mod = modulators of Rev-erb alpha DNA binding, primary screen, biochemical, FITC-DNA, fluorescence polarization, uHTS | Nuclear receptor subfamily 1 group D member 1 (Homo sapiens), P20393 | Rev-erbα–FITC-DNA binding, 90 min | activity, % at 10 µM | 370,000 tested, 0.79% active;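 active = activity above about 14%, limit read from the data; passing the limit was not always enough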;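 also: 0% = DMSO wells with 35 nM protein and 100% = DMSO wells with 750 nM protein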
DDE Tn7 FP inh = inhibitors of Tn7 peptide binding to fibrin DD(E), primary screen, biochemical, fluorescence polarization, human fibrin, Tn7 probe; FP displacement of FITC-Tn7 peptide from fibrin DD(E); 0% = median of compound wells per plate; inhibition, % at 8.3 µM; 370,000 tested, 0.13% active;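 active = inhibition above the mean of compounds falling within the control limits plus 3 SD of them, cut at about 14% in these data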;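 also: 0% = plate median of compound wells and 100% = 10 µM Aha-Tn7 peptide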
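Test system – human fibrin DD(E) · Times – 10 min preincubation, 3 h with tracer, room temperature · Detection – fluorescence polarization of the labelled Tn7 tracer · Measure – percent inhibition normalized to high-control wells · Benchmarks – high control wells with 10 µM unlabelled Aha-Tn7 peptide (full inhibition) · Repeats – singlicate testing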
An asterisk follows results filed as active.

`COC(=O)C[C@H](NC(=O)Cn1cnc2c(OCc3ccccc3)ncnc21)C(=O)OC` gave HGIII-sPLA2 inh 0, KLK7 zymogen act 0.7, Tn6 DDE FP 3, ASAP1 GAP inh -1, ARFGAP1 inhibitor 9, PLC-gamma1 inh 2, UHRF1 MBD2 ctr 0, PLC-beta3 inh 0, Rev-erbA mod -3 and DDE Tn7 FP inh -2.
For Cc1[nH]c2ccccc2c1C(=O)C(=O)N1CCN(C(=O)c2ccco2)CC1 the results were HGIII-sPLA2 inh -5, KLK7 zymogen act 0.5, Tn6 DDE FP -1, ASAP1 GAP inh 4, ARFGAP1 inhibitor -6, PLC-gamma1 inh 2, UHRF1 MBD2 ctr -2, PLC-beta3 inh -2, Rev-erbA mod 3 and DDE Tn7 FP inh 0.
For Nc1nc(CSc2nnnn2-c2ccc(F)c(Cl)c2)nc(N2CCOCC2)n1 the results were HGIII-sPLA2 inh 4, KLK7 zymogen act -0.1, Tn6 DDE FP 1, ASAP1 GAP inh 3, ARFGAP1 inhibitor 4, PLC-gamma1 inh 1, UHRF1 MBD2 ctr -2, PLC-beta3 inh -2, Rev-erbA mod 7 and DDE Tn7 FP inh 1.
Screening COc1cc2c(cc1N/C=C(\C#N)c1nc(-c3ccccc3)cs1)oc1ccccc12 returned HGIII-sPLA2 inh -1, KLK7 zymogen act -0.8, Tn6 DDE FP 4, ASAP1 GAP inh 0, ARFGAP1 inhibitor -5, PLC-gamma1 inh 2, UHRF1 MBD2 ctr 1, PLC-beta3 inh -3, Rev-erbA mod 0 and DDE Tn7 FP inh -5.
Screening O=C(Nc1cccc(F)c1)c1ccc(S(=O)(=O)N2CCCC2)cc1 returned HGIII-sPLA2 inh -4, KLK7 zymogen act -1.4, Tn6 DDE FP -5, ASAP1 GAP inh -4, ARFGAP1 inhibitor -7, PLC-gamma1 inh 1, UHRF1 MBD2 ctr 3, PLC-beta3 inh 2, Rev-erbA mod -3 and DDE Tn7 FP inh -2.
Cc1ccccc1C(O)c1cccnc1 (stereo not drawn) was read as HGIII-sPLA2 inh 0, KLK7 zymogen act -0.4, Tn6 DDE FP -6, ASAP1 GAP inh 2, ARFGAP1 inhibitor 4, PLC-gamma1 inh 5, UHRF1 MBD2 ctr 0, PLC-beta3 inh 1, Rev-erbA mod -1 and DDE Tn7 FP inh -3.
Screening O=C(Cc1ccccc1)Nc1nonc1NC(=O)c1ccccc1 returned HGIII-sPLA2 inh -15, KLK7 zymogen act 0.0, Tn6 DDE FP -7, ASAP1 GAP inh 10, ARFGAP1 inhibitor 12, PLC-gamma1 inh 0, UHRF1 MBD2 ctr 2, PLC-beta3 inh -23, Rev-erbA mod -3 and DDE Tn7 FP inh 5.
Screening CC1(C)C2CCC1(CS(=O)(=O)NC(CC(=O)O)c1cccc(Br)c1)C(=O)C2 (stereo not drawn) returned HGIII-sPLA2 inh -1, KLK7 zymogen act -0.6, Tn6 DDE FP 2, ASAP1 GAP inh -2, ARFGAP1 inhibitor -13, PLC-gamma1 inh -2, UHRF1 MBD2 ctr 3, PLC-beta3 inh -5, Rev-erbA mod 0 and DDE Tn7 FP inh 2.
CCN(CC)C(=O)Cn1cc(S(=O)(=O)CC(=O)Nc2ccc(C(N)=O)cc2)c2ccccc21 was read as HGIII-sPLA2 inh 0, KLK7 zymogen act -0.3, Tn6 DDE FP 7, ASAP1 GAP inh -6, ARFGAP1 inhibitor 4, PLC-gamma1 inh -1, UHRF1 MBD2 ctr 0, PLC-beta3 inh -1, Rev-erbA mod -1 and DDE Tn7 FP inh 2.
COC(=O)C(Cc1ccccc1)NC(=O)CCc1c[nH]c2ccccc12 (stereo not drawn) was read as HGIII-sPLA2 inh -29, KLK7 zymogen act 0.2, Tn6 DDE FP 2, ASAP1 GAP inh -7, ARFGAP1 inhibitor 1, PLC-gamma1 inh 2, UHRF1 MBD2 ctr 1, PLC-beta3 inh -6, Rev-erbA mod -1 and DDE Tn7 FP inh 7.
For O=C(c1[nH]c(C(F)(F)F)nc1-c1ccccc1)N1CCC(Cc2ccccc2)CC1 the results were HGIII-sPLA2 inh -27, KLK7 zymogen act -0.1, Tn6 DDE FP -3, ASAP1 GAP inh 4, ARFGAP1 inhibitor -6, PLC-gamma1 inh 3, UHRF1 MBD2 ctr 1, PLC-beta3 inh 2, Rev-erbA mod -6 and DDE Tn7 FP inh -3.
`OCCN(Cc1nc(-c2ccc3c(c2)OCO3)no1)Cc1cccs1` gave HGIII-sPLA2 inh -6, KLK7 zymogen act 0.3, Tn6 DDE FP 5, ASAP1 GAP inh 3, ARFGAP1 inhibitor 1, PLC-gamma1 inh -1, UHRF1 MBD2 ctr -3, PLC-beta3 inh -5, Rev-erbA mod 0 and DDE Tn7 FP inh -7.
`O=c1c2sc3nc(N4CCOCC4)c4c(c3c2ncn1C(c1ccccc1)c1ccccc1)CCCC4` gave HGIII-sPLA2 inh 4, KLK7 zymogen act -0.3, Tn6 DDE FP -8, ASAP1 GAP inh 0, ARFGAP1 inhibitor -1, PLC-gamma1 inh -23, UHRF1 MBD2 ctr -2, PLC-beta3 inh -40, Rev-erbA mod 30* and DDE Tn7 FP inh 6.
`O=Cc1ccc(OCC(=O)NC(=O)NC2CCCCC2)cc1` gave HGIII-sPLA2 inh 3, KLK7 zymogen act 0.1, Tn6 DDE FP 1, ASAP1 GAP inh -4, ARFGAP1 inhibitor 1, PLC-gamma1 inh 1, UHRF1 MBD2 ctr -1, PLC-beta3 inh 4, Rev-erbA mod 2 and DDE Tn7 FP inh 8.
`CC1CCCCC1NC(=O)CN1CCC(NC(=O)C(C)(C)C)CC1` (stereo not drawn) gave HGIII-sPLA2 inh 0, KLK7 zymogen act -0.6, Tn6 DDE FP -7, ASAP1 GAP inh -8, ARFGAP1 inhibitor -1, PLC-gamma1 inh -2, UHRF1 MBD2 ctr 1, PLC-beta3 inh 1, Rev-erbA mod -4 and DDE Tn7 FP inh -2.
O=C(NCc1ccc(F)cc1)c1cnc(-c2ccccn2)nc1C(F)(F)F was read as HGIII-sPLA2 inh 0, KLK7 zymogen act -0.3, Tn6 DDE FP -2, ASAP1 GAP inh 10, ARFGAP1 inhibitor 0, PLC-gamma1 inh 1, UHRF1 MBD2 ctr 0, PLC-beta3 inh 1, Rev-erbA mod 3 and DDE Tn7 FP inh 1.
For CC(=O)Nc1ccc(S(=O)(=O)N2CCC(=O)Nc3ccccc32)cc1 the results were HGIII-sPLA2 inh 1, KLK7 zymogen act 0.2, Tn6 DDE FP -4, ASAP1 GAP inh -17, ARFGAP1 inhibitor 3, PLC-gamma1 inh 1, UHRF1 MBD2 ctr 0, PLC-beta3 inh 2, Rev-erbA mod -3 and DDE Tn7 FP inh -2.
COc1cc(-c2nc(C(F)(F)F)c(OC)o2)cc(OC)c1OC was read as HGIII-sPLA2 inh 1, KLK7 zymogen act -0.3, Tn6 DDE FP -3, ASAP1 GAP inh 8, ARFGAP1 inhibitor 18, PLC-gamma1 inh 1, UHRF1 MBD2 ctr 1, PLC-beta3 inh -2, Rev-erbA mod 1 and DDE Tn7 FP inh 4.
`CN(C)C(=O)c1cn(N(C)c2ncc(C(F)(F)F)cc2Cl)c(=O)c2ccccc12` gave HGIII-sPLA2 inh 3, KLK7 zymogen act -0.2, Tn6 DDE FP 5, ASAP1 GAP inh -8, ARFGAP1 inhibitor 7, PLC-gamma1 inh 1, UHRF1 MBD2 ctr 1, PLC-beta3 inh 2, Rev-erbA mod -1 and DDE Tn7 FP inh 2.
For COc1ccc(/C=N/NC(=O)c2ccccc2OC)cc1COc1ccc(C)cc1 the results were HGIII-sPLA2 inh 8, KLK7 zymogen act 0.5, Tn6 DDE FP -2, ASAP1 GAP inh 9, ARFGAP1 inhibitor 5, PLC-gamma1 inh 9, UHRF1 MBD2 ctr 4, PLC-beta3 inh -10, Rev-erbA mod 1 and DDE Tn7 FP inh -2.
`CC(=O)Nc1cccc(-c2nc3ccccc3n2C(C(=O)NC(C)(C)C)C2CC2)c1` (stereo not drawn) gave HGIII-sPLA2 inh 1, KLK7 zymogen act 0.3, Tn6 DDE FP 5, ASAP1 GAP inh -3, ARFGAP1 inhibitor 0, PLC-gamma1 inh -3, UHRF1 MBD2 ctr 0, PLC-beta3 inh 0, Rev-erbA mod 5 and DDE Tn7 FP inh -1.
For COC(=O)[C@]12C=CCN1[C@@H](c1ccc(OC)c(OC)c1)c1c(c3ccccc3n1S(=O)(=O)c1ccc(C)cc1)C2 the results were HGIII-sPLA2 inh 2, KLK7 zymogen act -1.9, Tn6 DDE FP -5, PLC-gamma1 inh -23, UHRF1 MBD2 ctr 1, PLC-beta3 inh -30, Rev-erbA mod -2 and DDE Tn7 FP inh 1.
For CCCOc1ccc(C(=O)CCNc2ccc(C)c(Cl)c2)cc1 the results were HGIII-sPLA2 inh 5, KLK7 zymogen act 0.5, Tn6 DDE FP 6, ASAP1 GAP inh 9, ARFGAP1 inhibitor 13, PLC-gamma1 inh 6, UHRF1 MBD2 ctr 1, PLC-beta3 inh 6, Rev-erbA mod 0 and DDE Tn7 FP inh -2.
For NS(=O)(=O)c1ccc(NC(=O)c2cc(-c3cccs3)nc3ccccc23)cc1 the results were HGIII-sPLA2 inh 2, KLK7 zymogen act -16, Tn6 DDE FP 0, ASAP1 GAP inh 3, ARFGAP1 inhibitor 0, PLC-gamma1 inh -319, UHRF1 MBD2 ctr 4, PLC-beta3 inh -403, Rev-erbA mod 1 and DDE Tn7 FP inh 5.
`COc1ccccc1NC(=O)Nc1ccccc1SC` gave HGIII-sPLA2 inh 0, KLK7 zymogen act 0.3, Tn6 DDE FP -1, ASAP1 GAP inh 6, ARFGAP1 inhibitor -5, PLC-gamma1 inh 6, UHRF1 MBD2 ctr 13, PLC-beta3 inh 6, Rev-erbA mod 0 and DDE Tn7 FP inh 3.
